Screening results deposited in PubChem by National Center for Advancing Translational Sciences (NCATS).
ELG1 genotox – induces genotoxicity in HEK293T cells with luciferase-tagged ELG1 | HEK293T ELG1-luciferase reporter, luminescence, 16 h | Potency, µM (top dose mostly 46 µM), for the others: at the highest dose activity change, positive = activation, most hits filed as activators | 1.3% of 330,000 active; further: potency means the concentration at half of the fitted maximal effect; % of control where 0% means no effect; nearly all actives have a fitted effect of over 60% in size
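After overnight (16 hr) compound treatment at 37 °C, ELG1-luciferase HEK293T cells were lysed with ONE-Glo; luminescence quantified 30 min later at room temperature.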
p53 reactivator – restores transcriptional activity of mutant p53. H1299 p53-A138V BP100-luciferase reporter, luminescence, 24 h. Potency, µM (titrated, usually from 92.2 µM), for the others: top-dose activity change, positive = activation, hits mostly activators. 0.063% of 320,000 active. AID 504706; further: potency means the concentration at half of the fitted maximal effect; % of control where 0% means no effect; nearly all actives have a fitted effect of over 45% in size
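p53-null H1299 cells stably carrying temperature-sensitive p53-A138V and a BP100-luciferase reporter were pinned with compounds (4-point, 1:5 series) and held 24 hrs at 37 deg C. Luminescence was read 10 min after detection reagent.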
uPA generation – inhibitors of cell surface uPA generation; cell surface uPA generation assay, qHTS; Potency, µM (highest dose often 38.3 µM), for inactives: top-dose activity change, negative = inhibition, hits mostly inhibitors; 0.31% of 330,000 active; AID 540303; active means well fitted inhibition curve with a large enough effect; inconclusive means small, poorly fitted or top-dose-only effect; inactive means no such curve, though single readings can be large or run the other way; tested in mouse RAW 264.7 cells; further: potency means the concentration at half of the fitted maximal effect; on the % scale 0 is the no-effect control and ±100 the full control effect; nearly all actives have a fitted effect of over 55% in size
TRPV1 ag – agonists of human vanilloid receptor 1 (TRPV1). TRPV1-expressing cells, Fluo-8 calcium influx, agonist mode. activation, % at 8.33 µM. 0.19% of 320,000 active; in the data active means activation above about 80%; inconclusive means between about 30% and that limit; further: 0% is about no effect
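Cells expressing TRPV1 were dye-loaded with Fluo-8 and read kinetically: 10 s baseline, 3 min after compound (agonist portion), then 2 min after EC20 capsaicin (allosteric enhancer portion). Calcium-bound dye fluorescence at 480/520 nm.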
ASM inhibitor – blocks human secretory acid sphingomyelinase | P17405 | placental ASM, HMU-PC fluorogenic substrate, 60 min | Potency, µM (doses to about 57.5 µM), for inactives: at the highest dose activity change, negative = inhibition, actives largely listed as inhibitors | 0.006% of 340,000 active; further: potency means the concentration at half of the fitted maximal effect
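Steps: dispense placental human ASM, pin compound, wait 10 min at room temperature, add HMU-PC0 substrate at 9 uM final, incubate 60 min at 37 °C, add stop solution raising pH to 10, read fluorescence.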
Eya2 phos inh – Eya2 (human) phosphatase inhibition; O00167; recombinant Eya2, OMFP fluorescence dephosphorylation (OMFP is methylfluorescein phosphate); Potency, µM (top dose mostly 76.9 µM), inactives show top-dose activity, negative = inhibition, actives largely listed as inhibitors; 0.006% of 330,000 active; AID 488837; further: potency means the concentration at half of the fitted maximal effect; on the % scale 0 is the no-effect control and ±100 the full control effect
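Eya2 (0.2 uM) preincubated 10 min at ambient with compound, then OMFP substrate added at 50 uM; 10 min reaction in 50 mM HEPES pH 7.5, 50 mM NaCl, 5 uM MgCl2, 0.05% BSA, 1 mM DTT. Fluorescence read at Ex 485/Em 525 nm.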
B2AR arrestin – recruits beta-arrestin to the human beta2-adrenergic receptor; P07550; beta-arrestin recruitment to beta2AR, cell-based reporter; Potency, µM (series often up to 46.1 µM), without a hit: at the top dose activation, most hits filed as activators; 0.02% of 330,000 active;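 further: potency means the concentration at half of the fitted maximal effect; 0% = DMSO controls and full agonism = EC100 isoproterenol or metaproterenol; nearly all actives have a fitted effect of over 65% in size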
Target sequence (P07550 whole entry, looked up): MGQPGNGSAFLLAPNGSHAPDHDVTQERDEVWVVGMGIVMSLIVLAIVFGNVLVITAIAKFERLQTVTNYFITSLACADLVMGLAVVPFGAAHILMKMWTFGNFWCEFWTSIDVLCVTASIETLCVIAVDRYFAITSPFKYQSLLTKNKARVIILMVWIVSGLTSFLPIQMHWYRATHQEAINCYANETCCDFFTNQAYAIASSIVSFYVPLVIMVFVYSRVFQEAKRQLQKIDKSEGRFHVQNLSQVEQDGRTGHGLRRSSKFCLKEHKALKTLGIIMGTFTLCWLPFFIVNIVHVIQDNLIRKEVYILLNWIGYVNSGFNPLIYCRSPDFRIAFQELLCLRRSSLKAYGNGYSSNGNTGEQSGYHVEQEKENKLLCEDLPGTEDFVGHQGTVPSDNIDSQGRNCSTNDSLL
USP2a block – USP2a (human) protease inhibition; O75604; USP2 core, Ub-CHOP2 coupled fluorogenic reporter, 485/531; Potency, µM (highest dose often 38.3 µM), inactives show top-dose activity change, negative = inhibition, actives largely listed as inhibitors; 0.01% of 330,000 active;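 further: potency means the concentration at half of the fitted maximal effect; plate controls were DMSO wells for no effect and full inhibition by NEM control for full effect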
Target sequence (O75604 whole entry, looked up): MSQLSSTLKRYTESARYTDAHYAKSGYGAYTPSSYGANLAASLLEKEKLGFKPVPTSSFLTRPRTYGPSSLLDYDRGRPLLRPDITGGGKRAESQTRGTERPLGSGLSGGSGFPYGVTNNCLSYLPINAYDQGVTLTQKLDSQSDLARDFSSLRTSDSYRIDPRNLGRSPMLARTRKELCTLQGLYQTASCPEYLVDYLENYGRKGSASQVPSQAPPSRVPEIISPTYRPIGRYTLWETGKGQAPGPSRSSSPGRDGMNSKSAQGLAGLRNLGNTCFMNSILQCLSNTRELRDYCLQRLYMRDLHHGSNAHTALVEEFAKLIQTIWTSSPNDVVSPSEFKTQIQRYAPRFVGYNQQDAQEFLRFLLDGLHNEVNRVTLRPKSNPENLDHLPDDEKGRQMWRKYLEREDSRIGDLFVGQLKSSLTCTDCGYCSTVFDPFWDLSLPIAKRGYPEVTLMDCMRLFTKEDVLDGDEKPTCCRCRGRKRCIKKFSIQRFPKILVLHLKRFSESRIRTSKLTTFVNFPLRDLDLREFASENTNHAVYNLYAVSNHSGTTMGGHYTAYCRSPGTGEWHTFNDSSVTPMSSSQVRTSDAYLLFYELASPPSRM
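USP2 core (10nM final) preincubated 30min RT with compound in 20mM Tris-HCl pH 8.0, 2mM CaCl2, 2mM beta-mercaptoethanol, 0.05% CHAPS; 25nM Ub-CHOP2 plus 25nM reporter substrate added, fluorescence (Ex485/Em531) read after 60min.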
TSG101-PTAP inh – blocks PTAP/TSG101 interaction to inhibit HIV-1 budding; Q99816; Fluorescence polarization, FITC-PTAP peptide / Tsg101 binding; Potency, µM (doses to about 115 µM), inactives show at the top dose activity change, negative = inhibition, usual class: inhibitors; 340,000 tested, under 10 active; AID 493005; active means well fitted inhibition curve with a large enough effect in the main read-out, with a control signal flat, not every such curve was filed as active; inconclusive means small, poorly fitted or top-dose-only effect, or effect the other way, or a change in a side signal; inactive means no such curve, though single readings can be large or run the other way; further: potency means the concentration at half of the fitted maximal effect; % of control where 0% means no effect
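Steps: Tsg101 binding domain dispensed (10 uM final), compounds pinned in DMSO, FITC-labeled PTAP-motif peptide added (50 nM final); after 20 min binding at room temperature, polarization measured.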
BRCA1 expr up – increases BRCA1 expression; MCF7-BRCA1-FFLuc reporter, luminescence, 48 h; response scale: scaled: vehicle 0%, 10 µM genistein 100%; 1.1% of 380,000 active; Potency, µM (titrated, usually from 46.1 µM), without a hit: at the highest dose activation, actives largely listed as activators; further: potency means the concentration at half of the fitted maximal effect; nearly all actives have a fitted effect of over 80% in size; some results filed as inactive show a strong effect at the top dose
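Using MCF7 cells harboring a BRCA1 firefly luciferase reporter, plated 2 h before compound pinning, the screen measured luminescence after 48 h incubation. Responses were normalized to DMSO and 10 microM genistein, then fitted for concentration-effect.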
Integrin act MD – activates integrin-mediated alleviation for muscular dystrophy | Potency, µM (doses to about 38.3 µM), for inactives: at the top dose activation, hits mostly activators | 0.064% of 350,000 active | alpha7betagal myoblasts, beta-gal FDG fluorescence, 48 h;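 further: potency means the concentration at half of the fitted maximal effect; 100% = response of the positive control SU9516; nearly all actives have a fitted effect of over 60% in size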
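Alpha7betagal+/- myoblasts (passage 13) were plated 16-24 hr, then exposed to compounds (1:260 dilution of DMSO stock) for 48 hours at 37C. After MPER lysis, β-galactosidase reporter activity was read as FDG fluorescence (ex 480/em 540) after 30 minutes.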
* hit, by the source's call; ? = inconclusive; . = no result given; [ ] = another dose, or the depositor's remark. Unless noted, the call rests on the fitted dose curve; in most records, active means well fitted curve in the direction sought with a large enough effect; inconclusive means small, poorly fitted or top-dose-only effect, or another doubt; inactive means no such curve, though single readings can be large; an effect the other way counts as inactive or inconclusive.

Second line of a record – ELG1 genotox, p53 reactivator, uPA generation, TRPV1 ag, ASM inhibitor, Eya2 phos inh, B2AR arrestin, USP2a block, TSG101-PTAP inh, BRCA1 expr up, Integrin act MD
> CC1CCC(NC(=O)c2cccc(S(=O)(=O)N3CCN(c4ccc(F)cc4)CC3)c2)CC1 (centres undefined)
    5%, 25%, -6%, -3, -1%, 30%, -0.2%, 0%, -2%, 67%, -43%[inhibitor]
> O=C(Nc1ccc(N2CCOCC2)cc1)c1cccc2ccccc12
    -1%, 25%, -10%, 2, 0%, 7%, 0.2%, 1%, -2%, -1%, -4%
> COc1cccc(OC)c1C(=O)Nc1nc(COc2ccccc2)cs1
    -8%, 1%, -1%, -2, -11%, -4%, 0.2%, -12%, 1%, 49%, -8%
> CC(=O)Nc1ccc(NC(=O)C(C)OC(=O)C2CC(=O)N(CCc3ccccc3)C2)cc1 (centres undefined)
    1%, -1%, 17%, -2, ., -5%, -0.3%, 2%, -3%, 0%, 0%
> CC(=O)N(c1ccccc1)C(C(=O)c1ccccc1)c1ccccc1 (centres undefined)
    ., ., 3%, ., -1%, ., ., ., -4%, -11%, -24%
> Cc1ccc(NS(=O)(=O)c2ccc(Cl)nc2)c(C)c1
    -1%, -2%, -15%, 0, ., 15%, -0.2%, -4%, 1%, 0%, 2%
> CC1(C)Oc2ccc(C(=O)N3CCOCC3)cc2N(CC(=O)Nc2ccccc2)C1=O
    2%, -11%, 2%, 4, 0%, 14%, 0.3%, -2%, -2%, 9%, -6%
> Cc1ccc(OCC(=O)NNC(=O)c2ccoc2C)c(Br)c1
    5%, 9%, 1%, 6, -1%, 9%, 2.4%, -1%, 0%, -2%, 4%
> O=C(NN1C(=O)C2C3C=CC(O3)C2C1=O)c1cccc(O)c1 (centres undefined)
    3%, 7%, 5%, 2, 7%, 8%, -0.3%, 3%, -2%, -15%, 28%
> CC(=O)Nc1nc(-c2ccc3c(c2)CCO3)cs1
    17%, 7%, -17%, 7, 7%, 2%, 0.0%, 1%, -4%, ?, 33%
> CCOc1ccc(C(=O)CSCC(=O)O)cc1
    7%, -3%, -11%, 5, -1%, 12%, -0.3%, 8%, -4%, 0%, 17%
> N=c1c(C(=O)NCc2ccco2)cc2c(=O)n3ccccc3nc2n1CC1CCCO1 (centres undefined)
    ., ., -9%, ., 336%[activator], ., ., ., -6%, -22%, -21%
> Cc1ccccc1NC(=O)C1(NC(=O)c2cccc(N3C(=O)CSC3c3ccccc3)c2)CCCCC1 (centres undefined)
    -1%, -2%, 4%, 0, 1%, 8%, 0.9%, 1%, -10%, -48%, -5%
> COc1ccc(F)cc1C(=O)C1CCCN(C(=O)CCN2CCCCO2)C1 (centres undefined)
    1%, 0%, -3%, 7, 3%, -5%, -0.2%, -1%, 3%, 0%, -27%
> CC1CCCCN1C(=S)NCc1ccco1 (centres undefined)
    -3%, 0%, 6%, -2, -1%, 0%, -1.0%, 1%, 0%, 6%, ?
> O=C(Nc1ccc(F)cc1)C1CC(=O)N(Cc2ccco2)C1 (centres undefined)
    0%, 24%, 2%, 3, -1%, 1%, 1.9%, -1%, 1%, -2%, 0%
> CC[C@@]1(C(=O)OC)N[C@H](CN(C)C(=O)NC(C)C)[C@@H]2C(=O)N(C)C(=O)[C@@H]21
    -3%, 10%, 3%, ., 10%, -3%, 0.0%, 1%, -2%, 6%, 27%
> COc1ccc(C2(CNS(=O)(=O)c3ccc(C)cc3)CCOCC2)cc1
    0%, 0%, -4%, 3, 0%, -28%, -0.9%, 3%, -10%, 3%, -1%
> COc1ccc(C(=O)NNC(=O)CSc2nc3c([nH]2)c(=O)n(C)c(=O)n3C)cc1
    -3%, -2%, 10%, 2, 5%, -2%, -0.8%, 2%, 0%, 3%, 9%
> O=C(O)/C=C/c1cn(-c2ccccc2)nc1-c1cccc([N+](=O)[O-])c1
    3%, -1%, -6%, 0, 3%, 7%, -0.8%, -1%, -5%, -36%, -11%
> CCOc1ccccc1/C=N/Nc1nc(C)cc(=O)[nH]1
    -4%, 0%, 0%, -2, 3%, -7%, -0.9%, 3%, -3%, -32%, ?
> COc1ccc(CN(C)C(=O)c2cccc(S(=O)(=O)N3CCc4ccccc43)c2)c(OC)c1
    -11%, -15%, 2%, 1, 3%, -3%, 6.8%, -1%, 1%, -57%, -41%
> CC#CCN(Cc1ccco1)C(=O)c1ccc(OC2CCN(Cc3ccccn3)CC2)cc1
    -18%, 4%, -22%, -7, 2%, -5%, -0.8%, 3%, -3%, -25%, -4%
> COc1cc(C(=O)Nc2ccc3ccccc3c2)cc(OC)c1OC
    ?, 19%, -7%, 7, -4%, 13%, -0.9%, -1%, -11%, 46%, 0%
> Cc1ccc(NC(=O)CN2C(=O)NC(C)(c3ccc(Cl)cc3)C2=O)cc1 (centres undefined)
    -6%, -3%, 4%, 7, -6%, -16%, -1.5%, -1%, -5%, -20%, -21%
> CC(C)Cc1ccc(S(=O)(=O)N2CCOCC2)cc1
    0%, -3%, 0%, 6, 2%, -27%, 0.2%, 2%, -3%, -17%, -4%
> CC[N+]1(C)CCC(=C2c3ccccc3CC(=O)c3sccc32)CC1 (centres undefined)
    3%, 2%, 0%, -2, 2%, -12%, -0.4%, 0%, -4%, 12%, 12%[7.66 µM]
> CCN(CC)c1ccc(C(=O)N/N=C/c2ccc(N3CCOCC3)cc2)cc1
    3%, 0%, 4%, ?, 463%[activator], -6%, 0.0%, 5%, -3%, -25%, -6%
> CCSc1ccc([C@@H]2[C@H]3C(=O)N(C)C(=O)[C@H]3[C@]3(C(=O)OC)CCCCN23)cc1
    -7%, -5%, ?, 3, -23%, -15%, 0.0%, -6%, -12%, 0%, -9%
> Cc1cc(=O)[nH]c(SCC(=O)Nc2nnc(SCc3ccccc3)s2)n1
    -7%, 1%, -3%, 23, 1%, 0%, 0.0%, 1%, -2%, 10%, 8%
> N#CCC(=O)N1CC2(CC(c3cccc(NC(=O)COc4ccc(Cl)cc4)c3)=NO2)C[C@@H]1C(N)=O (some centres undefined)
    0%, 1%, 2%, -1, -4%, ?, -1.0%, 0%, -2%, -9%, 27%
> Cc1cccc2c1-c1sc(C(=O)Nc3cccc([N+](=O)[O-])c3C)cc1CO2
    1%, 0%, -11%, 5, 26%, -17%, 8.4%, -2%, 1%, -57%, 0%
> Cc1ccc(S(=O)(=O)CCc2nnc(NC(=O)c3cccs3)s2)cc1
    0%, 1%, 2%, -10, -2%, -16%, -0.5%, 1%, -1%, -13%, -3%
> CCOC(=O)N1CCC(N2Cc3cccc(C(=O)NCc4ccccn4)c3C2=O)CC1
    -1%, 9%, 3%, ., 3%, 19%, -0.3%, -1%, -1%, 2%, -1%
> Cc1ccc(C2=CC(C)(c3ccc(C)cc3)Nc3nc(C(F)(F)F)nn32)cc1 (centres undefined)
    0%, 15%, 7%, 2, -3%, -3%, -0.8%, 0%, -2%, -68%, -15%
> Cc1ccc(S(=O)(=O)n2nc(OC(=O)c3c(F)cccc3Cl)cc2N)cc1
    -9%, 4%, ., 1, -5%, -10%, 0.4%, 5%, -2%, -9%, ?
> COc1ccc(-c2cc(C3CCNCC3)[nH]n2)cc1
    -4%, 10%, 1%, 1, -2%, -8%, -0.9%, 2%, -2%, -23%, -40%
> COc1ccc2[nH]c(C(=O)NCc3ccccc3)cc2c1
    -8%, 4%, 1%, 17, -3%, -5%, 2.4%, 1%, -1%, -3%, -2%
> O=C(Nc1ccc([N+](=O)[O-])cc1)N1CCc2ccccc2C1
    ?, ., 0%, 6, -2%, -7%, 0.4%, -1%, -5%, ?, 18%
> COc1ccccc1N1CCN(S(=O)(=O)c2ccc(-c3ccc(=O)[nH]n3)o2)CC1
    2%, -13%, 4%, 5, 1%, 8%, 0.3%, 4%, -5%, -4%, -30%
> CCN1CCc2nc(NC(=O)c3ccc(S(=O)(=O)N(C)C)cc3)sc2C1
    ?, -1%, -5%, -1, 1%, 1%, 0.3%, -1%, 3%, 57%, 6%
> O=C(Nc1ccccc1Oc1ccccc1)c1cccc([N+](=O)[O-])c1
    -9%, -7%, -1%, -8, -6%, -22%, 0.5%, 1%, -3%, -55%, 16%
> COc1ccc(C(C)C)cc1S(=O)(=O)n1cnc(C)c1
    -3%, -1%, ., 10, -2%, 10%, -0.5%, 1%, -12%, -84%, -15%
> COC(=O)c1ccc(OCC(O)CN2C(=O)c3ccccc3C2=O)cc1 (centres undefined)
    2%, -2%, 0%, 19, 0%, -26%, -0.8%, 1%, 0%, -1%, -1%
